hIAP activ: human IAP activation; activation factor at 10 µM; purified human IAP, CDP-Star luminescence, 30 min; hits give high values; 1 = vehicle-only enzyme, 0 = enzyme-free background; 330,000 tested, 0.16% active; AID 2524;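 active means activation factor of the enzyme at least 2-fold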; further: the source names both 10 and 20 µM as test concentration; values of inactives mirror those of a sister screen read the other way
hIAP inh: blocks human intestinal alkaline phosphatase. P09923. purified IAP, CDP-Star luminescence, 30 min. inhibition, % at 10 µM. 330,000 tested, 0.12% active. AID 2544;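 active means inhibition reaching a set limit with compound at 10 µM in the primary screen, cut at about 35% in these data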;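 further: plate controls were DMSO wells with enzyme for no effect and no-enzyme buffer wells for full effect; values of inactives mirror those of a sister screen read the other way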
mIAP act: mouse IAP activation. activation factor at 10 µM. muIAP, CDP-Star luminescence, 30 min; hits give high values; 1 = vehicle-only enzyme signal, 0 = enzyme-free wells. 330,000 tested, 0.24% active. AID 2805;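 active means activation factor of at least 2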; further: the source names both 10 and 20 µM as test concentration; values of inactives mirror those of a sister screen read the other way
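System: Mouse IAP enzyme | Also added: CDP-Star substrate | Dosing: Compounds dispensed in DMSO | Schedule: 30 min enzyme-substrate-compound incubation at room temperature | Technique: Chemiluminescence readout | Control set: DMSO-only wells and no-enzyme negative control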
mIAP inh: mouse IAP inhibition; purified mouse IAP, CDP-Star luminescence, 30 min; inhibition, % at 10 µM; 330,000 tested, 0.2% active;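 active means inhibition of at least 40% at 10 µM in the primary screen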;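 further: plate controls were DMSO with enzyme for no effect and no enzyme wells for full effect; values of inactives mirror those of a sister screen read the other way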
tim10-1 inh: growth inhibitors of tim10-1 mutant yeast | AID 463190 | inhibition, % at 20 µM | 330,000 tested, 2.2% active | S. cerevisiae tim10-1 ts strain growth, BacTiter-Glo, 24 h;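 active means inhibition of at least 40%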;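 further: mutant grown at 25 °C; 0% = DMSO wells with yeast and 100% = wells holding no yeast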
NALP3 yeast inh: inhibitors of NALP3 inflammasome in yeast; 330,000 tested, 0.39% active; inhibition, % at 10 µM; Yeast reconstituted NLRP3/ASC/caspase-1, beta-gal luminescence, 24 h; AID 2825;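 active means inhibition of 50% or more; inactive means inhibition below 50%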;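 further: plate controls were induced DMSO wells for no effect and uninduced yeast grown without galactose for full effect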
Apaf1 inhib: inhibitors of human Apaf-1 apoptosome; O14727; reconstituted apoptosome caspase-3 activity, DEVD-Rh110 fluorescence; inhibition, % at 20 µM; 330,000 tested, 0.71% active; AID 489030; active means inhibition of at least 40% at 20 µM;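 further: plate controls were DMSO wells for no effect and DEVD-CHO caspase inhibitor wells for full effect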
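Material: cell-free apoptosome with Apaf-1, procaspase-3 and caspase-9; Buffer or medium: Hepes pH 7.5 with detergent and BSA; Reagent: cytochrome c trigger plus (Z-DEVD)2-Rh110 caspase-3 substrate; Times: compound with Apaf-1, dATP, procaspase-3 30 min, then 50 min reaction, room temperature; Technique: Rh110 fluorescence intensity.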
TIM10 inh: growth inhibitors of TIM10 yeast strain; 330,000 tested, 1.4% active; S. cerevisiae TIM10 strain growth, BacTiter-Glo luminescence, 24 h; inhibition, % at 10 µM;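 active means inhibition of 40% or more at the single tested concentration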;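 further: wild-type TIM10 isogenic control strain grown at permissive 25 °C; 0% = DMSO yeast wells and 100% = minimal medium wells without yeast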
ATG4B inh: blocks human ATG4B protease cleavage of LC3 substrate. 340,000 tested, 0.51% active. inhibition, % at 8.33 µM. ATG4B cleavage of LC3-PLA2, NBD-HPC fluorescence, 1 h. AID 504462; in the data active means inhibition above about 40%
An asterisk follows results filed as active.

Molecule	hIAP activ	hIAP inh	mIAP act	mIAP inh	tim10-1 inh	NALP3 yeast inh	Apaf1 inhib	TIM10 inh	ATG4B inh
CCCn1c(SCC(=O)N2CCN(C(=O)c3ccco3)CC2)nc2ccccc2c1=O	0.96	4	0.92	8	13	13	0	-3	7
Cc1cc(Nc2c(C)cccc2C)n2nc(C)nc2n1	1	-3	1	0	12	4	-4	6	-2
CN(C)CCSc1nc(O)c(-c2ccccc2)c(=O)n1-c1ccccc1	0.96	4	0.94	6	10	11	-2	-10	0
CS(=O)(=O)N1CCN(CC2CC3C=CC2C3)CC1 (centres undefined)	1.2	-22	0.94	6	11	-4	-2	-6	-5
O=S(=O)(Nc1ccccc1)c1cccc2nonc12	0.99	1	0.93	7	16	20	2	16	-8
CCN(CC)S(=O)(=O)c1ccc(OC)c(NS(=O)(=O)c2cccc(C(=O)O)c2)c1	0.93	7	1.1	-6	8	12	-11	16	3
COc1ccc(CNC(=O)CN(Cc2ccc(Cl)cc2)C(=O)c2csnn2)cc1	0.91	9	0.99	1	11	7	1	17	-17
O=C(NCc1ccccc1Cl)C1CCC(CNc2c(N3CCCCC3)c(=O)c2=O)CC1 (centres undefined)	0.89	11	0.99	1	-9	14	7	-4	-1
CC(C)(C)N=C1NC(=NC(C)(C)C)c2ccccc21	0.97	3	0.91	9	-12	18	-23	-1	7
COc1ccc(CNC(=O)CNC(=O)N2CC(=O)Nc3ccccc32)cc1	0.78	22	0.97	3	0	11	4	10	7
COc1cc(/C=C/C(=O)OCC(=O)NCC(=O)Nc2cccc(C)c2C)ccc1OC(F)F	0.95	5	1	-1	-9	9	-4	-3	-11
CCOC(=O)c1cccnc1SCC(=O)N(C)c1ccccc1	0.61	39*	0.99	1	32	12	-9	26	-2
O=C1OC(c2ccc(Cl)cc2)/C(=C(/O)c2ccccc2)C1=O (centres undefined)	0.98	2	0.98	2	11	-19	0	11	15
Cc1ccc(N2CC(C(=O)NC3CC3)CC2=O)cc1Cl (centres undefined)	0.94	6	1	-1	3	16	2	-6	3
COc1ccc(CCN=Cc2ccccc2O)cc1OC	0.88	12	1	-4	-4	17	-3	0	11
Cc1cc(-c2nn3c(C)nnc3s2)ccc1NC(=O)C(C)(C)C	1.1	-10	0.82	18	10	8	-4	-10	2
O=[N+]([O-])c1ccc(Oc2cccc3cccnc23)c(Cl)c1	0.87	13	0.97	3	34	26	4	25	2
COc1ccc(CNC(=O)C2CSC(c3ccc(OC)cc3)N2C(C)=O)cc1 (centres undefined)	1	-1	0.99	1	1	-1	-9	1	0
CC(=O)Oc1cccc(N2C(=O)c3ccccc3C2=O)c1	0.98	2	1	-5	12	-1	-2	-7	-10
C=CCc1cc(Cl)ccc1OCCOCCNC(C)(C)C	0.94	6	1	-2	11	38	-9	12	-10
O=C(COC(=O)CNC(=O)c1ccccc1F)Nc1cccc(S(=O)(=O)N2CCCCCC2)c1	0.92	8	0.96	4	-12	13	7	3	-8
O=C(N/C(=C/c1ccc2c(c1)OCO2)C(=O)N1CCOCC1)c1cccs1	0.93	7	1	-1	6	0	-5	1	3
CCOC(=O)C1CCN(Cc2cccc(OC)c2)CC1	0.97	3	0.93	8	9	11	-14	-1	-5
CC(=O)/C(N=Nc1c(C)n(C)n(-c2ccccc2)c1=O)=C(\C)O	1.1	-13	0.89	11	0	13	-5	17	0
CCOc1cc(CNc2nn[nH]n2)ccc1OCC(=O)NC(C)(C)C	1.1	-8	1.1	-10	7	-5	-7	11	-5
O=C(CCCn1nnnc1CN1CCOCC1)N1CCC(c2ccccc2Cl)C1 (centres undefined)	1.1	-13	0.99	1	-13	3	4	3	-3
Cc1csc(SCC(=O)NC(=O)C2CCCCC2)n1	1	-2	0.86	14	8	17	-7	-7	-9
CC(Sc1n[nH]c(N)n1)c1nc2scc(-c3cccs3)c2c(=O)[nH]1 (centres undefined)	1	-3	0.95	5	12	6	-16	-1	-1
COc1ccc(CCNC(=O)[C@H](C)NC(=O)N2CCn3c2nc2ccccc23)cc1OC	1	-4	0.97	3	7	7	-8	-4	-10
CC(C)(C)n1nc2c(c1NC(=O)c1ccccc1)CS(=O)(=O)C2	0.94	6	1	-3	8	3	-6	-11	-6

Continuation:
Molecule	hIAP activ	hIAP inh	mIAP act	mIAP inh	tim10-1 inh	NALP3 yeast inh	Apaf1 inhib	TIM10 inh	ATG4B inh
O=C(c1ccc(CS(=O)(=O)c2ccc(Br)cc2)o1)N1CCN(c2ccccn2)CC1	1	-1	0.88	12	16	1	-1	5	-7
COc1cccc(Nc2ncc(C#N)c(N)n2)c1	1.2	-17	1	-3	8	10	5	3	5
O=C(Nc1ccc(NC(=O)c2ccco2)c(Cl)c1)c1ccc2c(c1)OCCO2	1.2	-20	1.1	-12	-27	-18	-8	-47	-2
CCOc1ccc(N=C(NN)c2ccc3ccccc3n2)cc1	1	-1	0.87	13	11	20	13	20	-7
O=C(CSc1nnc(NC(=O)c2ccc(F)cc2F)s1)NC1CC1	0.86	14	0.94	6	-15	17	-4	9	-3
O=C(COC(=O)c1ccccn1)c1ccc(Br)cc1	1.1	-6	1	-3	-5	-13	-4	-9	-5
Clc1ccc(CSc2nnc(NC3=NCCCCC3)s2)cc1	0.94	6	1	-4	12	31	8	6	3
CCN1C(=O)C(CC(=O)NC2CCCCC2)N(CC)C1=O (centres undefined)	1.1	-9	0.93	7	-3	-6	-2	3	4
O=C(c1ccccc1)c1cc2ccccc2o1	1	-3	1	0	7	28	5	-3	2
CCCCn1c(N)c(N(CC(C)C)C(=O)C2CC(=O)N(c3ccc4c(c3)OCCO4)C2)c(=O)[nH]c1=O (centres undefined)	1.1	-5	1	-4	5	14	5	-7	-2
O=C(NCCCn1ccnc1)/C(=C\c1ccccc1F)NC(=O)c1ccccc1	0.95	5	0.94	6	-16	11	-5	0	-11
COc1cc(/C=N/N=C(N)N)ccc1OCc1ccc(Cl)cc1	0.85	14	0.99	0	-6	17	40*	-1	-1
CCC(C)N1C(=O)C2C(C(=O)Nc3cccc(OC)c3)C3C=CC2(O3)C1C(=O)NC1CCCCC1C (centres undefined)	0.99	0	1.1	-9	4	15	-1	9	7
Clc1ccc(CSc2ncnc3nc[nH]c23)cc1	0.96	4	0.86	14	19	18	1	-3	6
O=C(NC1CCCCC1)c1c(O)nc2sccn2c1=O	0.95	5	0.92	8	15	58*	-3	5	1
Cc1nnc(Sc2nc3c(c(=O)[nH]c(=O)n3C)n2CCc2ccccc2)s1	0.98	2	1.1	-9	-24	6	5	-4	-2
Cc1ccc(S(=O)(=O)N(C)C)cc1NC(=S)N1CCCCC1CO (centres undefined)	1.1	-8	1	0	32	2	10	9	-2
O=C(CCCCC(=O)Nc1ccc(F)cc1F)Nc1ccc(F)cc1F	1.1	-11	0.98	2	-2	-8	-18	6	2
CN1C(=O)c2ccccc2N(C)C1c1cccc(O)c1 (centres undefined)	0.77	23	1.1	-7	9	11	5	-1	-2
CCCCNC(=O)/C(C#N)=C/c1ccc2c(c1)OCCO2	1	-4	1	-2	33	24	0	12	10
Clc1ccc(-c2noc(CN3CCCC3)n2)cc1	1.1	-15	1.1	-5	4	10	1	1	-1
CN1C(=O)C(O)(CC(=O)c2ccc3c(c2)OCO3)c2ccccc21 (centres undefined)	1	-3	0.99	1	-6	8	-11	2	1
O=C(Nc1nnc(CCS(=O)(=O)c2ccc(Br)cc2)s1)c1ccc([N+](=O)[O-])cc1	1.1	-12	1	-4	-3	-9	-15	-6	-1
O=C1CCCc2[nH]c(-c3ccccc3)nc21	0.99	1	0.94	6	-2	-17	-21	6	2
COc1ccc(C(c2nnnn2C2CCCCC2)N2CCN(c3ccccc3F)CC2)cc1 (centres undefined)	1.2	-19	1.1	-14	29	7	24	18	3
Cc1cc(OCCCn2ccnc2)ccc1[N+](=O)[O-]	1.2	-16	1	0	-15	17	-5	0	7
CCCCN(C(=O)CN1C(=O)C2CCCCC2C1=O)c1c(N)n(Cc2ccccc2)c(=O)[nH]c1=O (centres undefined)	0.96	4	0.86	14	-7	16	-4	7	-10
Cc1cc(C)cc(C(=O)NC(CC(N)=O)c2ccc(NC3CCCCC3)c([N+](=O)[O-])c2)c1 (centres undefined)	0.86	14	0.93	7	-5	13	18	9	-5
Cc1ccc(NC(=O)C(C)N2C(=O)C3CC=C(Cl)CC3C2=O)cc1 (centres undefined)	1.1	-14	1	0	-17	1	-2	-34	-5
O=C(O)c1ccc(CSc2n[nH]c(-c3ccco3)n2)cc1	1.1	-5	0.42	58*	-1	5	12	0	11

The list goes on:
Molecule	hIAP activ	hIAP inh	mIAP act	mIAP inh	tim10-1 inh	NALP3 yeast inh	Apaf1 inhib	TIM10 inh	ATG4B inh
CCN1C(=O)c2ccccc2S(=O)(=O)c2ccc(C(=O)NC(C)C)cc21	0.97	3	1	-1	-1	17	-3	-7	-5
CCN(CCNCC(O)COc1ccccc1C(C)C)c1cccc(C)c1 (centres undefined)	0.95	5	1	-3	9	22	33	26	12
CC(=O)c1cn(C)c(=O)[nH]c1=O	0.96	4	0.96	4	-5	8	1	-1	-3
CCCCCn1c(=O)c(-c2nc3ccccc3[nH]2)c(O)c2ccccc21	1.3	-34	1	0	2	1	15	1	9
O=CN1CCN(C(=O)c2cccc3c2-c2ccccc2C3=O)CC1	0.95	5	1.1	-14	17	20	3	-19	-10

Assay outcomes deposited in PubChem by Sanford-Burnham Center for Chemical Genomics.
